DNMT1 inh – inhibitors of human DNMT1. P26358. DNMT1 molecular beacon, Hinp1I cleavage, fluorescence. inhibition (reported as % activation of signal), % at 10 µM. 360,000 compounds, 0.83% hits. AID 588458; in the data active = inhibition above about 50%
STEP block – blocks human striatal-enriched tyrosine phosphatase | P54829 | 360,000 compounds, 0.25% hits | recombinant STEP, OMFP fluorogenic substrate, fluorescence | inhibition, % at 20 µM | AID 588621;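 active = inhibition at 20 µM, scaled per plate between control wells, above about 37%, limit read from the data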;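 note: 0% = DMSO with enzyme and substrate and 100% = substrate only without enzyme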
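Material: STEP (striatal-enriched tyrosine phosphatase) enzyme, cell-free | Medium: 50 mM Bis-Tris pH 6.0 with 2.5 mM DTT and 0.005% Tween 20 | Read-out: Percent inhibition scaled to no-enzyme and uninhibited-enzyme controls, plate-pattern corrected | Signal: Fluorescence read at 480 nm ex / 540 nm em | Times: 20 min reaction, room temperature, in the dark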
Neddyl block – cullin neddylation inhibition | AID 651699 | 360,000 compounds, 0.58% hits | P61081+Q13564 | calls only at 25 µM | TR-FRET cullin neddylation, biochemical; in the data active = inhibition above about 36%
Tb MetRS inh – Trypanosoma brucei MetRS inhibition; inhibition, % at 11.9 µM; purified T. brucei MetRS, ATP depletion, Kinase-Glo luminescence; 360,000 compounds, 0.4% hits;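 active = inhibition above a per-plate cutoff of the control wells' mean inhibition plus 3 SD, cut at about 5.5% in these data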;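 note: 0% = DMSO wells median and 100% = median of wells with control inhibitor compound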
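System: purified T. brucei MetRS enzyme / Detection: Kinase-Glo luciferase luminescence reporting remaining unconsumed ATP / Medium: HEPES buffer with MgCl2, KCl, DTT, spermine, BSA, pyrophosphatase / Replication: singlicate, one well per compound / Evaluation: percent inhibition relative to median high and low control wells / Schedule: 2 h aminoacylation at 25 °C after 15 min preincubation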
Scp1 inh – Scp-1 (human) phosphatase inhibition; 340,000 compounds, 0.88% hits; AID 493091; inhibition, % at 20 µM; Recombinant Scp1, phosphopeptide, malachite green phosphate absorbance;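 active = inhibition above about 50% at 20 µM, limit read from the data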;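 note: plate controls were DMSO wells with enzyme for no effect and wells lacking enzyme for full effect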
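assay system = SCP-1 phosphatase catalytic domain, residues 76-261 | buffer or medium = 50 mM Tris acetate pH 5.5, 0.005% Tween-20, 10 mM MgCl2 | incubation = enzyme reaction 45 min at room temperature, colour 5 min, stabilisation 30 min | signal = Phosphate-binding colour reagent, absorbance read at 630 nm | measure = % inhibition at 20 µM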
NadD block – blocks S. aureus nicotinate mononucleotide adenylyltransferase; purified NadD enzyme, colorimetric absorbance read-out; inhibition, % at 20 µM; 360,000 compounds, 0.78% hits; AID 602399; in the data active = inhibition above about 26%; note: some compounds past the cut are filed as inactive
LMPTP inh – blocks human LMPTP phosphatase. P24666. recombinant LMPTP-A, OMFP fluorogenic substrate, fluorescence intensity. inhibition, % at 20 µM. 360,000 compounds, 0.22% hits. AID 651560;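 active = compounds that cut the enzyme signal by at least half of the control window in the single-dose screen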;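 note: plate controls were DMSO wells with enzyme plus substrate for no effect and substrate without enzyme for full effect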
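Assay system: LMPTP-A, protein tyrosine phosphatase of low molecular weight / Medium: pH 6.0 Bis-Tris buffer with DTT and Triton X-100 / Schedule: 50 min enzyme reaction at room temperature, protected from light / Measured by: endpoint fluorescence intensity from OMFP dephosphorylation / Read-out basis: % inhibition relative to no-enzyme and uninhibited control wells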
NRP1-CendR mod – NRP-1/CendR interaction modulation | AID 602438 | inhibition, % at 25 µM | 360,000 compounds, 0.85% hits | FAM-RPARPAR peptide binding to NRP-1, fluorescence polarization;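 active = inhibition or corrected inhibition above about 18%, plus a signal ratio from 0.5 to 1.5, limit read from the data, passing the limit was not always enough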; note: strong numbers were not always called active
Target sequence (O14786 whole entry, looked up): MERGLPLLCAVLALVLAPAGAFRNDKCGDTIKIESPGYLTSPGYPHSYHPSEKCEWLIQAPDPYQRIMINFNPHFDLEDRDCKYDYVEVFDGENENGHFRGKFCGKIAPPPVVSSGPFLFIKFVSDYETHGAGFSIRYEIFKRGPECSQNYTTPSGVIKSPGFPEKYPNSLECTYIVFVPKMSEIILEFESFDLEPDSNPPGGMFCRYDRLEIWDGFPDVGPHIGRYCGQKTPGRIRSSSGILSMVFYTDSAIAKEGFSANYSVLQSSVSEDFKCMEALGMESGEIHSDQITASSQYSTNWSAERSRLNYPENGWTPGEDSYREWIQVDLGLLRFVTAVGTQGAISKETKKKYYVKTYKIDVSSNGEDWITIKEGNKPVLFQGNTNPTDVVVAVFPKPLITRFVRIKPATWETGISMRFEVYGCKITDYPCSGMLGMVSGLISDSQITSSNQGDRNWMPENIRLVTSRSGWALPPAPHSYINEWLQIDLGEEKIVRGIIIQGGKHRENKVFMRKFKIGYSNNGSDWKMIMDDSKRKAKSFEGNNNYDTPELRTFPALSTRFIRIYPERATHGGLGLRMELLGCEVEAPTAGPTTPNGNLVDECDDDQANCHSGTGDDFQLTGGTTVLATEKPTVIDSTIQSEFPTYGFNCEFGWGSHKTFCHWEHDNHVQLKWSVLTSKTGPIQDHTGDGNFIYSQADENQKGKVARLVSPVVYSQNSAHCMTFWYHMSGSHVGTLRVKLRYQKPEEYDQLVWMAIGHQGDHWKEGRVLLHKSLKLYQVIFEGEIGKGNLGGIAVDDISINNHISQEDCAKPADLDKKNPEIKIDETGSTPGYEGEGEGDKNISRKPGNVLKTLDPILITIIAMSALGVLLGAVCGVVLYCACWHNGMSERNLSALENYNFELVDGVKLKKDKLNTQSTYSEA
SUMO1-SIM PPI – SUMO1-SIM interaction modulation. inhibition, % at 20 µM. 360,000 compounds, 0.33% hits. AID 602429. SUMO1 binding to a labelled peptide, TR-FRET, 1 h; in the data active = inhibition above about 37%
Target sequence (P63165 whole entry, looked up): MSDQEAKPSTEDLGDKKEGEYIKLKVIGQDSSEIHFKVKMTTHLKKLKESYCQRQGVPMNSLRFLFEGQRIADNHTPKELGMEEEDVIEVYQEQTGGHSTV
SKN-1 inh – blocks SKN-1 activity in C. elegans | C. elegans VP596 Pgst-4::GFP/RFP ratio, acrylamide-induced, 24 h | inhibition, % at 21.8 µM | 360,000 compounds, 0.49% hits | AID 624304;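 active = interference check ratio from 0.5 to 1.5 plus GFP to RFP signal ratio inhibition reaching or exceeding a fixed threshold, cut at about 30% in these data, passing the limit was not always enough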; note: some compounds called inactive have numbers as strong as hits
The depositor's hits bear a star; i = inactive; . = not tested or not shown. Some of the compounds tested; count on the stated rates, not on these rows.

Every second line gives: Scp1 inh	DNMT1 inh	Tb MetRS inh	NadD block	LMPTP inh	Neddyl block	SUMO1-SIM PPI	STEP block	SKN-1 inh	NRP1-CendR mod
O=S(=O)(c1ccc(Cl)cc1)N1CC1c1ccccc1 (configuration not stated)
    -6	-4	-0.4	-5	0.0	i	2	3	1	18
CCC(=O)c1cn(Cc2ccccc2C#N)c2ccccc12
    -11	3	0.7	-10	0.1	i	1	0	-4	-9
CCOc1ccc(Cl)cc1CNCCc1ccccc1F
    -5	0	-0.4	-6	-1.1	i	-7	0	-6	10
CC(/C=C(\C)Nc1ccccc1)=Nc1ccccc1
    6	7	-0.4	4	-2.5	i	1	-2	7	0
Cc1ccc2c(c1)N(CCC(=O)N1CCC3(CC1)OCCO3)C(=O)CO2
    29	-4	-1.0	3	0.0	i	0	0	-2	-1
Cc1cc(NC(=O)COC(=O)c2c(C)nn(Cc3ccccc3)c2C)no1
    3	0	-0.9	1	1.0	i	-1	3	-20	-5
CC(C)(C)NC(=S)N1CCn2cccc2C1c1cccnc1 (configuration not stated)
    -7	-1	0.5	-8	-2.3	i	-4	-1	-9	1
C#CCOc1ccc2c(c1)c(C(C)=O)c(C)n2Cc1ccccc1
    -7	4	-1.0	-16	1.4	i	1	0	16	3
O=C(COc1ccccc1F)N1CCN(CCN2C(=O)c3cccc4cccc(c34)C2=O)CC1
    -3	-2	-0.2	-1	1.9	i	-17	2	-6	-9
CN(Cc1c[nH]c2ccccc12)C1CCCCC1
    -6	-6	-0.3	1	0.9	i	-1	2	-19	-1
COc1ccc2c(c1)c(C(=O)C(C)N1CCCCC1)c(C)n2C (configuration not stated)
    -7	-1	-0.2	-1	-1.2	i	2	0	-11	-5
CC(=O)c1cccc(NC(=O)N2C[C@H]3C[C@@H](C2)c2cccc(=O)n2C3)c1
    15	-4	0.5	-2	-0.6	i	5	1	11	14
COc1ccc(C2NCCc3[nH]cnc32)cc1 (configuration not stated)
    -6	0	-1.0	1	-1.1	i	2	-1	3	5
CN1CCC(=O)N(CCN=[N+]=[N-])CC1
    -6	3	0.1	-2	-5.5	i	5	0	5	-3
O=[N+]([O-])c1cc(Cl)c(O)c(-[n+]2c(-c3ccccc3)cc(-c3ccccc3)cc2-c2ccccc2)c1
    8	-1	-0.7	24	1.3	i	-13	1	-5	5
CCC(=NCCCn1ccnc1)c1c(O)n(Cc2ccccc2)c(=O)[nH]c1=O
    -6	-1	-0.6	0	-4.9	i	1	0	14	-5
CC12CCC3C(CCC4C/C(=N/O)CCC43C)C1CCC2O (configuration not stated)
    -8	0	0.0	-5	-0.5	i	-2	-2	4	-7
CCOc1ccccc1C1SCC(=O)Nc2c1c(=O)[nH]n2C(CC)CC (configuration not stated)
    -5	4	-0.7	-6	-2.4	i	-2	-6	-9	-4
COC(=O)C1=C(c2ccc(OCc3ccccc3)cc2)C[C@@H]2CC[C@H]1N2C(=O)NCc1ccc2c(c1)OCO2
    .	-7	-0.7	0	10	i	9	3	-5	-6
Cn1c(O)c(/C=N/NC(=O)c2ccncc2)c(=O)[nH]c1=S
    -11	-1	-0.3	-1	-2.5	i	-20	0	42*	-66

One compound at a time (already shown). Order of values: Scp1 inh, DNMT1 inh, Tb MetRS inh, NadD block, LMPTP inh, Neddyl block, SUMO1-SIM PPI, STEP block, SKN-1 inh, NRP1-CendR mod
`CC(=O)c1cccc(NC(=O)N2C[C@H]3C[C@@H](C2)c2cccc(=O)n2C3)c1` across the screens: 15, -4, 0.5, -2, -0.6, i, 5, 1, 11, 14
`CC(/C=C(\C)Nc1ccccc1)=Nc1ccccc1` across the screens: 6, 7, -0.4, 4, -2.5, i, 1, -2, 7, 0

Further structures
Every second line gives: Scp1 inh	DNMT1 inh	Tb MetRS inh	NadD block	LMPTP inh	Neddyl block	SUMO1-SIM PPI	STEP block	SKN-1 inh	NRP1-CendR mod
CC12CC[C@H]3[C@@H](CCC4(O)C[C@H](O)CCC34/C=N/NC(=O)c3ccccc3O)C1(O)CCC2C1=CC(=O)OC1 (some centres not stated)
    -9	0	3.8	-2	-0.9	i	0	4	-3	-4
Cc1cc(C=C2C(=O)N(C)C(=S)N(C)C2=O)c(C)n1-c1cccnc1
    -2	-5	-0.2	11	1.4	i	16	-1	10	-59
COc1ccc(C(=O)N2CCCC2=O)cc1
    -4	1	-0.1	2	-2.4	i	0	-3	-12	1
CCC(=Nc1ccc2c(c1)CCC2)c1c(O)n(C2CCCCC2)c(=O)[nH]c1=O
    -2	-20	-0.7	13	2.1	i	-2	2	7	5
C/C=C1\NC(=O)[C@@H](NC(=O)[C@H](CCc2ccc(O)cc2)NC(=O)[C@H](C)NC(=O)[C@H](O)CO)[C@@H](C)OC(=O)[C@H](C(C)C)NC(=O)[C@H](Cc2ccc(O)cc2)N(C)C(=O)[C@H](Cc2ccccc2)N2C(=O)C(CC[C@H]2O)NC1=O (some centres not stated)
    -2	1	0.3	-1	-2.4	i	-2	-3	-1	-4
COc1cc(N2CCOCC2)ccc1/C=C1\C(=O)NC(=O)N(C2CCCCC2)C1=O
    -4	3	-0.2	22	-2.2	i	3	-1	50*	-19
Cc1c(C=O)c2ccccc2n1Cc1ccccc1
    -6	3	-0.8	1	0.0	i	2	0	-29	6
CCCCNC(=O)NC(C(N)=O)P(=O)(OCC)OCC (configuration not stated)
    -1	3	1.3	-2	0.3	i	0	4	8	-6
C/C(=N\Nc1ccccc1)c1c(O)n(C)c(=O)n(C)c1=O
    -3	0	-0.4	-1	0.3	i	0	-2	-1	-3
CC(=NCCN1CCOCC1)c1c(O)n(Cc2ccccc2)c(=O)[nH]c1=O
    -6	2	-1.3	6	-3.1	i	4	-2	8	5
CCn1cc(CN2CCCC(C(=O)c3sccc3C)C2)cn1 (configuration not stated)
    1	0	-0.2	4	0.3	i	1	3	6	8
Cc1ncoc1C(=O)NCC1=C(c2ccc(S(C)(=O)=O)cc2)C[C@@H]2CC[C@H]1N2CCOc1ccccc1
    .	5	-0.6	2	0.1	i	-3	-4	17	0
Nc1c(C(=O)NCc2ccco2)c2nc3ccccc3nc2n1CCN1CCOCC1
    -7	-9	-0.7	-1	1.5	.	-2	-3	1	-40
Cc1cc(C=C2C(=O)NC(=O)NC2=O)c(C)n1-c1ccc2c(c1)OCO2
    1	13	0.3	6	1.2	i	-17	-2	12	-79
CSC(=Nc1ccccc1)c1c(O)n(C)c(=O)n(C)c1=O
    -11	-2	-0.6	3	-0.1	i	1	-1	17	5
C#C[C@]1(O)CCC2C3C(=O)C=C4C=CCC[C@]4(C)C3CC[C@@]21C (some centres not stated)
    -4	1	-0.3	3	-0.5	i	-18	-3	20	-17
CCC1CN1P(=O)(Oc1ccc(Cl)cc1)N1CC1CC (configuration not stated)
    -15	-16	-0.3	-12	-2.1	i	-5	-3	10	34*
O=C1CN(O)C(c2ccccc2)=c2cc(Br)ccc2=N1
    -5	4	2.1	-3	0.2	i	1	-2	11	-9
CCN1CCN(C(=O)Cc2ccc(C)cc2)CC1
    -4	-5	-0.7	3	-2.5	i	1	0	1	0
O=C1CN(O)C(c2ccccc2Cl)=c2cc(Br)ccc2=N1
    8	0	-0.3	5	-0.1	i	-2	-3	15	-9
CCOP(=O)(OCC)C(NC(=O)CC(C)C)C(Cl)(Cl)Cl (configuration not stated)
    6	-4	-0.7	0	-2.3	i	3	2	0	1
O=C(NCc1ccc(C(=O)N2CCC3(CC2)OCCO3)cc1)c1cccc(Br)c1
    -3	0	-0.9	-5	-1.6	i	1	-7	6	-3
C[C@H]1COc2cccc(N3CCN(C)CC3)c2S(=O)(=O)N1
    .	.	-0.9	-6	-4.8	i	-5	.	14	-1
CC(=NCCCn1ccnc1)c1c(O)n(-c2ccccc2)c(=O)[nH]c1=O
    -9	3	1.3	-2	-3.0	i	-1	0	-6	7
CN1CCN(c2c(N)c(=O)oc3ccccc23)CC1
    -7	-1	-0.1	-1	-1.6	i	-11	1	-6	-4
CCC(C)N1Cc2ccccc2C1=N (configuration not stated)
    5	4	-1.4	-2	-0.2	i	-3	-1	-7	-1
COC(=O)C1=C(c2cccc(OCc3ccccc3)c2)C[C@@H]2CC[C@H]1N2C(=O)NCc1ccc(OC)c(OC)c1
    -8	-6	-0.3	-2	2.1	i	1	2	-14	-1
COC(=O)C1=C(c2ccc(F)cc2OCc2ccccc2)C[C@@H]2CC[C@H]1N2C(=O)NCc1ccc(C(F)(F)F)cc1
    -10	-9	0.1	0	6.8	i	0	2	-5	6
C=Cc1ccc(Cn2c(C(=O)O)c(C=O)c3ccccc32)cc1
    44	26	-0.3	-8	11	i	13	6	-4	-42
O=C1NC(=O)N(c2cccc(Br)c2)C(=O)/C1=C/c1ccsc1
    4	0	-0.9	6	0.4	i	4	-1	-4	-24
N#Cc1cc2c(nc1SCC(=O)Nc1cc(Cl)cc(Cl)c1)C1CCN2CC1
    -4	-1	-0.9	-1	-0.8	i	3	-1	7	-9
Cc1ccc(C(O)(C(=O)OC(C)C)C(O)c2ccc(F)cc2)cc1 (configuration not stated)
    .	.	-0.5	.	0.4	i	-2	.	16	-32
CCN(CC)CCN1Cc2ccccc2C1=N
    -1	3	-0.5	0	-3.8	i	3	3	6	3
COC(=O)C1=C(c2ccc(F)cc2OCc2ccccc2)C[C@@H]2CC[C@H]1N2C(=O)NCCCc1ccccc1
    -11	-7	0.3	-2	11	i	3	3	-12	9
Cn1cc(C(=O)OCC(=O)Nc2ccccc2Cl)c2ccccc21
    -11	-5	-0.5	-14	-0.1	i	-5	1	12	9
Brc1ccc2[nH]cc(/C=N/N3CCCCC3)c2c1
    -5	-4	0.1	0	0.1	i	0	-3	-2	-13
COc1ccc(C(CNC(=O)Cc2ccc(Cl)c(Cl)c2)N2CCCCC2)cc1 (configuration not stated)
    -4	-1	-0.2	-1	0.0	i	13	0	-24	13
CCC(C(=O)Nc1ccc(Cl)cc1)N1CCCC1=O (configuration not stated)
    -2	0	-0.5	-9	-1.8	i	1	1	-8	-6
CCCCOCCCn1c(N)c(C(=O)OC(C)COC)c2nc3ccccc3nc21 (configuration not stated)
    -3	29	3.7	6	1.6	.	33	-1	-1	8
Cc1ccccc1N1C(=O)NC(=O)/C(=C\c2cc(Br)c(N3CCOCC3)o2)C1=O
    -7	1	0.1	1	8.3	i	-70	-2	38*	-98

Source: PubChem BioAssay (several laboratories)
